V1R ag counter – counter-screen for oxytocin receptor agonists: human V1a receptor agonists. P37288. CHO-V1R cells, Fluo-8 calcium fluorescence, agonist mode; 0% DMSO, 100% 3 nM vasopressin. activation, % at 3 µM. hit rate 0.25% among 320,000. AID 2797;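 active means activation above the mean activation of all tested compounds plus 3 SD, per screening run, cut at about 20% in these data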;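 further: signal is peak over basal fluorescence ratio across a 100 second FLIPR read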
OXTR potentiate – potentiators of human oxytocin receptor; activation, % at 3 µM; CHO-OTR cells, Fluo-8 calcium fluorescence, potentiator mode; 0% = oxytocin EC15, 100% = EC100; AID 2445; hit rate 0.061% among 320,000;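 active means activation above that plate's cutoff, the mean activation of tested compounds plus 3 SD, cut at about 6.6% in these data, passing the limit was not always enough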;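 further: 100% uses oxytocin at 75 nM as the full agonist control; some results filed as inactive read as strong as hits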
Target sequence (P30559 whole entry, looked up): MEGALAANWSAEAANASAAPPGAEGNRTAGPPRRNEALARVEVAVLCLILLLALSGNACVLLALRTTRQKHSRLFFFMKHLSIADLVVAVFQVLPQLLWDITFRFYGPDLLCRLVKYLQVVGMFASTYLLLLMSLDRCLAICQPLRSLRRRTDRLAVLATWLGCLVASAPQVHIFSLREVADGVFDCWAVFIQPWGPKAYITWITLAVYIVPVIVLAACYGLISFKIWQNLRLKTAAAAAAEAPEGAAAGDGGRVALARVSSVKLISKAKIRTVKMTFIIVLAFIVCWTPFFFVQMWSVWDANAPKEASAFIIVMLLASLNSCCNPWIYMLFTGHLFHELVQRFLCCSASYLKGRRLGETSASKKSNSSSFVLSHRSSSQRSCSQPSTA
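Material: human OTR in CHO cells. Compound: 3.0 µM, one dose. Timing: compound 6 min at room temperature before oxytocin, 100 s read. Evaluation: % activation of max/min ratio relative to oxytocin controls. Replication: single well per compound, singlicate. Signal: Fluo-8 calcium dye fluorescence.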
CHO parental Ca – counter-screen for OX1R antagonists: effect in parental CHO cells. parental CHO-K1, ATP-induced calcium, Fluo-8 fluorescence. hit rate 0.63% among 330,000. AID 463079. inhibition, % at 5.6 µM;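 active means inhibition above that plate's mean sample inhibition plus 3 SD, cut at about 26% in these data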;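 further: 0% = ATP-challenged DMSO wells and 100% = DMSO wells without ATP; some compounds past the cut are filed as inactive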
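Assay system – parental CHO cells · Reagent – ATP stimulus · Detection – intracellular calcium via Fluo-8 no-wash fluorescent dye · Evaluation – percent inhibition of ATP-evoked calcium rise, normalized to controls · Controls – ATP wells versus no-ATP DMSO wells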
M1 ag – agonists of human M1 muscarinic receptor | hit rate 0.33% among 360,000 | AID 588814 | activation, % at 3 µM | CHO-K1 hM1, Fluo-8 calcium fluorescence, agonist mode; 0% DMSO, 100% acetylcholine EC100;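 active means activation above the run's mean compound activation plus 3 SD, cut at about 16% in these data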;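 further: peak over basal fluorescence ratio within a 140 s kinetic read after compound addition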
TAAR1 antag – human TAAR1 antagonism; Q96RJ0; inhibition, % at 3 µM; hit rate 1.5% among 360,000; CHO RD-HGA16 TAAR1, Fluo-8 calcium fluorescence, antagonist;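 active means inhibition above a per-plate cutoff, the mean inhibition of test compounds on that plate plus 3 SD, cut at about 49% in these data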;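 further: 0% = DMSO plus EC80 beta-PEA response and 100% = DMSO alone without agonist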
Target sequence (Q96RJ0 whole entry, looked up): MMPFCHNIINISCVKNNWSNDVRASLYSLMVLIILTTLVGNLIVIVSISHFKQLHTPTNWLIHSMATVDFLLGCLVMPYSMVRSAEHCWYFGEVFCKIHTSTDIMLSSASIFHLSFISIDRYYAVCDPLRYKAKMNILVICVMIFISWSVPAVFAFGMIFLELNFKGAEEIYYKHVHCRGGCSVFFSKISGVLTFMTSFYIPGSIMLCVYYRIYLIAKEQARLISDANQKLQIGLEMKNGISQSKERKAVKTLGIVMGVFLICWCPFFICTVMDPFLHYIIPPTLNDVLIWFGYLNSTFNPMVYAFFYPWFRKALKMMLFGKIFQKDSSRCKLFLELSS
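Material: CHO RD-HGA16 cells bearing hTAAR1; compound dosing: one-point dosing, 3 µM nominal final; schedule: dye loading 75 min at 37 °C, then 30 min room temperature; measured by: calcium fluorescence with Fluo-8; control set: vehicle and agonist controls; replication: n of 1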
CHRM1 antagonist – human CHRM1 antagonism; hit rate 1.3% among 360,000; P11229; inhibition, % at 3 µM; CHO-K1 hM1, Fluo-8 calcium fluorescence, ACh EC80 antagonist;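 active means percent inhibition above its own plate's cutoff, namely the mean of that plate's compound wells plus 3 SD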;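 further: peak over basal fluorescence ratio during 140 s after agonist addition; 0% = ACh EC80 plus DMSO and 100% = DMSO alone without agonist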
OXTR ag – human OXTR agonism | CHO-OTR cells, Fluo-8 calcium fluorescence; normalized: DMSO 0%, oxytocin 100% | activation, % at 3 µM | hit rate 0.32% among 320,000 | AID 2435;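 active means activation above the mean of all tested compounds plus 3 SD, cutoff set per screening run, cut at about 20% in these data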;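 further: peak over basal fluorescence ratio from a 100 s FLIPR kinetic read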
CHRM1 PAM – potentiates human M1 receptor response to acetylcholine. hit rate 0.088% among 360,000. CHO-K1 hM1, Fluo-8 calcium fluorescence, ACh EC20; 0% = ACh EC20, 100% = maximal ACh. activation, % at 3 µM. AID 588819; in the data active means activation above about 19%, passing the limit was not always enough
TAAR1 ag – agonists of human TAAR1; hit rate 0.99% among 360,000; AID 624467; activation, % at 3 µM; CHO RD-HGA16 TAAR1, Fluo-8 calcium fluorescence; vehicle wells 0%, saturating PEA agonist 100%;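 active means activation above the mean activation of all test compounds in the run plus 3 SD, cut at about 38% in these data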
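Test system: RD-HGA16 (CHO) cells co-expressing Gα16 and hTAAR1 / Benchmarks: DMSO vehicle as 0%, PEA at EC100 as 100% / Repeats: no replicates (n 1) / Measure: % activation from peak over basal fluorescence ratio, DMSO-to-PEA scaled / Timing: 17-24 h plating, Fluo-8 75 min 37 °C, 30 min RT / Technique: kinetic Fluo-8 calcium fluorescence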
Starred values were filed as active, the others as inactive; x = not tested or not shown.

SMILES	V1R ag counter	OXTR potentiate	CHO parental Ca	M1 ag	TAAR1 antag	CHRM1 antagonist	OXTR ag	CHRM1 PAM	TAAR1 ag
COc1ccc(C2Nc3ccccc3NC3=C2C(=O)CC(C)(C)C3)cc1 (stereo not drawn)	0.3	-4	-20	-1	0	-6	0.3	3	3
COc1ccc(NC(=O)CCCn2c(=O)c3sccc3n(Cc3ccccc3)c2=O)cc1	-0.9	-7	-19	-6	7	8	-1.9	-3	-2
O=C1c2ccccc2-c2nc3ccccc3cc21	-0.9	2	-3	-4	-11	-11	-2.1	14	2
CN(C)S(=O)(=O)N1CCN(C(=O)c2ccccc2Cl)CC1	0.7	-2	-2	-7	6	9	0.1	-4	7
Cc1ccsc1C(=O)OCC(=O)c1ccc(OC(F)F)cc1	0.0	-3	-10	-7	-30	-1	-1.8	-1	8
COC(=O)Cn1cc(C(=O)c2ccco2)c2ccccc21	-1.4	-9	-15	-3	-7	-7	-1.0	5	7
CSc1ccc(Cl)c(C(=O)Nc2cc(S(=O)(=O)N3CCOCC3)ccc2N2CCOCC2)c1	-0.8	-3	-15	-2	12	-14	0.1	6	2
COCCn1nnnc1C(c1ccccn1)N1CCN(c2cccc(C)c2C)CC1 (stereo not drawn)	-0.2	-22	-24	-2	6	1	-0.1	6	2
CCCS(=O)(=O)c1c(S(=O)(=O)CCC)c2c3ccccc3ccn2c1C(=O)OC	-0.5	-9	-30	0	49*	11	-2.6	-5	9
CCOC(=O)c1ccccc1NC(=O)CSc1nnnn1C	-0.5	-12	-14	-1	-2	-21	-1.6	9	-1
O=c1ccc(/C=C/c2ccccc2)nn1Cc1ccc(Cl)cc1Cl	-0.2	-17	-4	-1	-8	-8	-1.5	7	-1
COc1ccc(S(=O)(=O)Cc2ccc(C(=O)N3CCC(C(N)=O)CC3)o2)cc1	0.1	-7	2	-4	-16	-6	1.1	2	6
CCOCCc1nnc(NC(=O)CCC2CCCCC2)s1	-1.1	-13	-11	-3	6	-17	-2.0	9	-2
CCCC(=O)N(Cc1cc2cc(OC)ccc2[nH]c1=O)c1ccccc1OC	x	x	x	0	-13	-22	x	14	2
O=C(NCC1CCCO1)c1onc(CSc2cccc(Cl)c2)c1C(=O)O (stereo not drawn)	0.7	-1	-14	0	-1	-3	-0.2	11	1

One compound at a time, as listed above. Order of values: V1R ag counter | OXTR potentiate | CHO parental Ca | M1 ag | TAAR1 antag | CHRM1 antagonist | OXTR ag | CHRM1 PAM | TAAR1 ag
Results for `CN(C)S(=O)(=O)N1CCN(C(=O)c2ccccc2Cl)CC1` : 0.7 | -2 | -2 | -7 | 6 | 9 | 0.1 | -4 | 7
Results for `O=c1ccc(/C=C/c2ccccc2)nn1Cc1ccc(Cl)cc1Cl` : -0.2 | -17 | -4 | -1 | -8 | -8 | -1.5 | 7 | -1
Results for `CCCC(=O)N(Cc1cc2cc(OC)ccc2[nH]c1=O)c1ccccc1OC` : x | x | x | 0 | -13 | -22 | x | 14 | 2

Next structures follow:
SMILES	V1R ag counter	OXTR potentiate	CHO parental Ca	M1 ag	TAAR1 antag	CHRM1 antagonist	OXTR ag	CHRM1 PAM	TAAR1 ag
C/C(CC(=O)NCCc1ccccc1)=N\NC(=O)COc1ccc(Br)cc1	1.4	-10	-11	-5	1	-13	1.0	9	11
CC(=O)Nc1cccc2c1C(=O)NC2=O	1.0	-12	2	-2	-21	-9	-0.2	5	2
CCOc1ccccc1-n1c(SCC(=O)Nc2ccc(CC)cc2)nc2n[nH]c(C)c2c1=N	0.8	-11	-13	x	x	x	-1.2	x	x
Cc1ccc(C2=NCCn3c2c2ccccc2[n+]3[O-])cc1	0.0	3	4	-4	7	-2	-0.8	4	0
COc1ccc(-n2c(Cn3c(=O)sc4ccccc43)nnc2SC)cc1	0.1	-3	-2	-2	-2	-5	-0.2	1	-1
O=C(Cc1c(F)cccc1Cl)NNC(=O)c1ccco1	0.6	0	9	0	-8	11	0.6	-7	2
CC(C)(C)c1ccc(/C=C/C(=O)Nc2ccncc2)cc1	5.6	-10	1	-6	53*	19	2.3	-11	3
CC(C)(C)NCCC(O)c1cc(C(F)(F)F)nc2c(C(F)(F)F)cccc12 (stereo not drawn)	x	x	x	4	15	-2	x	0	38*
O=C(COC(=O)/C=C/c1ccc(OC(F)F)cc1)Nc1ccc(N2CCOCC2)cc1	0.1	1	-10	-2	-23	-11	-1.0	8	1
N#CC1=C(N)SC(N)=C(C#N)C1c1ccc(C(F)(F)F)cc1	1.5	-14	15	x	x	x	3.6	x	x
O=C(NC(=S)Nc1ccc(Cc2ccncc2)cc1)c1ccccc1F	4.8	-13	-4	-5	-24	2	2.8	1	4
COC(=O)c1c(C(C)=O)cnc2ccc(Br)cc12	-0.8	-4	13	1	-7	3	0.5	3	1
C=CCN(CC=C)C(=O)c1cccc(OC2CCN(S(=O)(=O)N(C)C)CC2)c1	4.5	-3	-19	0	-2	-8	1.5	0	1
CCCOc1ccc(N2C(=O)CC(NCC(=O)OCC)C2=O)cc1 (stereo not drawn)	1.9	6	-5	-2	-13	1	1.1	0	4
COc1ccc(NC(=O)CN(c2cc(C)cc(C)c2)S(=O)(=O)c2c(C)noc2C)cc1	-0.6	-4	-20	-5	6	8	-1.1	-8	0
CCN(CC(=O)Nc1ccc2c(c1)OCCO2)CC(=O)Nc1ccc(C)c([N+](=O)[O-])c1	4.1	-6	-1	1	10	2	2.4	5	5
COc1ccc(N2C(=O)CC(Sc3nccc(C)n3)C2=O)c(OC)c1 (stereo not drawn)	x	x	x	-4	-22	-14	x	11	3
Cn1cccc1-c1cc(C(=O)N/N=C/c2ccccc2Cl)[nH]n1	1.9	-4	-23	-4	2	-2	-0.8	-3	14
CCc1csc(CCNC(=O)C2CCC(=O)N(Cc3ccccc3F)C2)n1 (stereo not drawn)	0.1	-1	-18	-3	-12	-8	-1.0	3	2
Cc1ccc(C(C)C)c(OCC(O)CN(C)Cc2ccccc2)c1 (stereo not drawn)	4.6	-23	-15	-2	-2	12	13	-9	16
O=C(CN1C(=O)COc2ccc(Cl)cc21)NCC1CCCO1 (stereo not drawn)	1.1	-3	1	-2	-12	-15	-1.1	-4	0
CC(=O)c1ccc(N2CCN(S(=O)(=O)c3c(C(=O)N4CCCC4)c(C)n(C)c3C)CC2)cc1	0.3	5	-7	-3	-15	-1	-0.1	3	5
CCCCCCN=CC1=C(O)C(C(=O)OC)C(C)(C)CC1=O (stereo not drawn)	-1.3	-8	-11	-5	-15	9	-0.8	-4	17
CCCCN(CC)C(=O)/C=C/c1cccc([N+](=O)[O-])c1	-1.1	-11	-19	-4	-3	-14	-2.2	-3	5
CN(CC(=O)Nc1ccc(F)cc1)CC(=O)Nc1ccc(F)c(F)c1F	0.1	-11	14	-2	-20	27	0.0	-12	2
CC(=O)Nc1nc(-c2ccccc2)ns1	1.5	2	-8	1	-7	-7	2.3	12	4
COc1ccc(C)cc1Cn1nnc2ccccc21	-0.1	4	-7	-9	3	9	-2.1	-1	1
CN(C)CC(C)(C)CNC(C(=O)Nc1ccc(Cl)cc1C(F)(F)F)c1ccccc1 (stereo not drawn)	1.9	-15	-28	-5	0	5	-0.1	-6	2
Cc1ccnc(NC(=O)c2sc3cc(Cl)ccc3c2Cl)c1	-0.4	-4	6	-6	-12	-2	-0.9	9	1
O=C(C1CCN(S(=O)(=O)c2cccnc2)CC1)N1CCCCC1	-0.2	2	-1	-6	2	6	-0.1	-4	0
O=c1c(S(=O)(=O)c2ccc(Cl)cc2)cn(Cc2ccccc2)c2ccc(F)cc12	-0.7	-2	-15	-4	-6	-9	-1.4	9	1
Cc1cc(C)c2c(=O)n(CC(=O)Nc3cccc(Cl)c3C)sc2n1	19	-10	6	17*	86*	20	42*	0	103*
CN(C)S(=O)(=O)c1ccc(C(=O)Nc2ccc(CN3CCCC3)cc2)cc1	0.8	0	-10	-5	-13	41*	0.2	-18	8
CCc1ccc(S(=O)(=O)NCc2ccc(N3CCN(C)CC3)cc2)cc1	0.9	-3	-11	-4	-23	-5	-0.1	5	6
COc1cc(-c2nc3ccc4ccccc4c3c3c2CCC3)cc(OC)c1OC	-0.6	-6	-11	-3	7	-18	-0.8	4	7
COc1cc(C(=O)NNC(=O)CSc2nnc3ccccn23)cc(OC)c1OC	1.2	-6	-6	-2	1	-15	0.6	13	7
COc1cccc(-c2nn(-c3ccccc3)cc2C(=O)O)c1	1.2	-13	-1	-2	-1	-2	0.3	8	-3
O=C(N/N=C/c1cc([N+](=O)[O-])ccc1O)NC12CC3CC(CC(C3)C1)C2	-1.4	-10	-13	-3	-18	-10	-0.3	9	5
O=C(NCc1ccc(F)cc1)c1ccc[nH]1	1.3	-4	-10	-3	11	-9	2.1	11	7
Cc1cccc(C)c1NC(=O)CN(C)S(=O)(=O)c1ccc(-c2ccc(=O)[nH]n2)s1	-1.6	-11	-2	-4	9	-1	-1.1	3	1
O=C(NCc1ccc(F)cc1)c1cccc2c1C(=O)N(Cc1cccnc1)C2	-0.1	-9	-14	-5	-19	-8	-1.2	7	2
Cc1ccc(CC2SC(=Nc3ccccc3)N(c3ccccc3)C2=O)cc1 (stereo not drawn)	0.5	-4	-19	-2	18	4	-1.7	-11	4
CCCCCCCCNCCS(=O)(=O)NCc1ccccc1	x	x	x	9	6	-23	x	7	10
COc1cc(OC)cc(C(=O)Nc2ccc(-c3nc4ccccc4o3)c(O)c2)c1	1.6	-10	-9	-4	x	0	0.1	-1	x
CCOC(=O)C1=NNC(C(=O)O)C1c1ccccc1 (stereo not drawn)	x	x	x	-8	-3	-2	x	1	1
CCC(=O)NCCc1nc2ccccc2n1Cc1ccc(C)cc1	0.7	-3	-9	-6	16	-10	0.6	11	0
O=C(NCCCN1CCOCC1)c1cc(-c2ccc(Cl)c(Cl)c2)on1	4.2	-23	-4	-5	-21	-6	4.5	6	5
O=C1NC(c2ccccc2)=CC(c2ccccc2)N1 (stereo not drawn)	-0.2	-11	-4	-5	-1	-5	-0.6	5	11
CC(=O)OC[C@@H]1CN(Cc2ccccc2)C[C@H](n2cnc3c(NC4CC4)ncnc32)O1	x	x	x	0	-7	6	x	-4	3
Cc1cc2ccccc2nc1Br	-0.1	-12	-10	-2	9	1	-0.3	1	-1
O=C(NC1CCCCCC1)c1cc(S(=O)(=O)N2CCCCC2)ccc1N1CCOCC1	-1.0	-8	-22	-4	14	-2	-1.9	8	4
O=C(NCc1ccc2c(c1)OCO2)Nc1ccc2nsnc2c1	5.5	-12	-15	-3	9	-3	3.8	1	7

Assay outcomes deposited in PubChem by The Scripps Research Institute Molecular Screening Center.
